# Compound activity as filed in PubChem.
# DT40 TDP1 CPT: qHTS for Inhibitors of human tyrosyl-DNA phosphodiesterase 1 (TDP1): qHTS in cells in presence of CPT; chicken DT40 Tdp1-/-;hTDP1 cells + 20 nM CPT, ATP luminescence, 48 h; Potency, µM (top dose mostly 46.2 µM), without a hit: top-dose activity change, negative = growth inhibition, usual class: inhibitors; 420,000 compounds, 12% hits; AID 686979, 2013; note: nearly all actives have a fitted effect of over 55% in size
#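 Chicken DT40 Tdp1-/- cells complemented with human TDP1, 400 cells/well, exposed to compounds plus 20 nM camptothecin for at least 48 h at 37 C; viability read as ATP content by CellTiter-Glo luminescence.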
# GCN5L2 inh: qHTS Assay for Inhibitors of GCN5L2; AID 504327, 2011; GCN5L2 HAT assay, ThioGlo1 CoA-SH fluorescence; 390,000 compounds, 0.21% hits; Potency, µM (series often up to 58.9 µM), for inactives: top-dose activity change, negative = inhibition, actives largely listed as inhibitors; Histone acetyltransferase KAT2A (Homo sapiens), Q92830
#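 ThioGlo1-coupled HAT assay: 20nM GCN5L2, 70uM acetyl-CoA, 75uM H3(1-25) peptide, pH 7.5. Fluorescence read at 340/540nm at start and after 20 min at room temperature.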
# FEN1 inhibitor: qHTS Assay for the Inhibitors of Human Flap endonuclease 1 (FEN1); P39748; AID 588795, 2011; Recombinant FEN1 flap cleavage, fluorescence, 15 min; 390,000 compounds, 0.35% hits; Potency, µM (top dose mostly 114 µM), without a hit: at the highest dose activity change, negative = inhibition, actives largely listed as inhibitors; note: nearly all actives have a fitted effect of over 65% in size
# Target sequence (P39748 whole entry, looked up): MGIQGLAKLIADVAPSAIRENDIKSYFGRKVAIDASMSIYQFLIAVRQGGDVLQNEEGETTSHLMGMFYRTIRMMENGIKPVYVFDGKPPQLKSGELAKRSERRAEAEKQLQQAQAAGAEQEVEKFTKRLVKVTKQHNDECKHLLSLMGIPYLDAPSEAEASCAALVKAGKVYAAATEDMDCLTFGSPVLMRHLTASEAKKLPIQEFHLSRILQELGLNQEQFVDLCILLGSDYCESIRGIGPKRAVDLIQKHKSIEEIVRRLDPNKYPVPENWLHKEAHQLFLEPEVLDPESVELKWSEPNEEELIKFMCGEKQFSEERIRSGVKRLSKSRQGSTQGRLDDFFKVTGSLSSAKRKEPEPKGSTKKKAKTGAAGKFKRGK
#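 Potency values derive from four-parameter Hill fits of normalized qHTS data. The reaction used 10 nM FEN1 preincubated 15 min at room temperature with compound, then 50 nM DNA substrate, read at 0 and 15 min.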
# Starred values were filed as active, the others as inactive; ? = inconclusive; . = not tested or not shown; & = joins results of further samples; [ ] = dose if it differs, or a comment. Calls come from the whole dose curve; as a rule, active = well fitted curve in the direction sought with a large enough effect; inconclusive = small, poorly fitted or top-dose-only effect, or another doubt; inactive = no such curve, though single readings can be large; an effect the other way counts as inactive or inconclusive. % is set by controls: 0 for no effect and ±100 for the full control effect; potency is the fitted concentration of half-maximal effect.
cpd	canonical_smiles	DT40 TDP1 CPT	GCN5L2 inh	FEN1 inhibitor
1	Cc1cc(C)nc(SCc2ccc(C(=O)NN=C3CCCC3)cc2)n1	4%	-2%	4%
2	COC(=O)C(Cc1ccccc1)NC(=O)CSc1nc(C)cc(=O)[nH]1 (stereo not given)	-2%	-4%	0%
3	Cn1c(SCc2ccccc2C#N)nnc1-c1ccncc1	2%	2%	15%
4	Nc1nc(NC(=O)/C=C/c2ccc(F)cc2)nn1-c1ccccc1	-18%	-2%	5%
5	Cc1sc(NC(=O)c2ccco2)c(C(c2cccnc2)N2CCN(CCO)CC2)c1C (stereo not given)	-29%	-4%	17%
6	Cc1ccc(C(=O)N2C(=S)C(c3ccc(F)cc3)=NC23CCN(C)CC3)cc1	5.2µM*	-1%	-14%
7	CC(=O)Nc1cc[n+](C(C)C(=O)c2ccccc2)cc1 (stereo not given)	?	?	-2%
8	CCCOC(=O)c1cccc(NC(=O)C(C)(C)C)c1	?	-11%	-2%
9	CCN(C(=O)COC(=O)c1ccc(Cl)c(S(=O)(=O)N2CCCCC2)c1)C1CCS(=O)(=O)C1 (stereo not given)	10%	1%	0%
10	O=S(=O)(Nc1ccn(-c2ccccc2)n1)c1ccc(Br)cc1	-22%	-4%	-21%
11	CN(Cc1cccc(F)c1)C(=O)c1ccccc1Sc1ccccc1C#N	?	-8%	-9%
12	COc1ccc(-c2noc(N(c3ccc(F)c(Cl)c3)c3nc(-c4ccc(OC)c(OC)c4)no3)n2)cc1OC	1%	-4%	20%
13	COc1ccc(CN2CCCCCC2)cc1Br	-30%	-1%	1%
14	O=C(c1ccc(S(=O)(=O)N2CCOCC2)cc1)N1CCN(c2ccccc2)CC1	0%	-11%	-5%
15	CCOC(=O)CSc1ccc(-c2nc3ccccc3[nH]2)cn1	?	-10%	1%
16	COc1cccc(-c2ccc(C#N)c(=O)[nH]2)c1	14%	-3%	10%
17	c1ccc(N=Nc2cn[nH]c2-c2ccco2)cc1	1%	-12%	6%
18	COc1ccc(C(CNC(=O)CNC(=O)c2cc(OC)c(OC)c(OC)c2)N2CCOCC2)cc1 (stereo not given)	-2%	3%	7%
19	CC(C)CC(NS(=O)(=O)c1ccc2c(c1)oc(=O)n2C)C(=O)NCc1ccccc1Cl (stereo not given)	9%	-5%	0%
20	Cc1ccc2nc(NS(=O)(=O)c3ccc(Cl)cc3)c(Nc3ccc(C(=O)O)cc3)nc2c1	6%	1%	9%
21	COc1ccccc1CCNC(=O)CN1C(=O)c2ccccc2S1(=O)=O	5%	-4%	-11%
22	Cc1[nH]c2ccc(Br)cc2c(=O)c1CN1CCCCC1	0%	-3%	0%
23	O=c1c2c3c(sc2nc2n1CCCC2)CCC3	-7%	-2%	1%
24	Cc1ccc(-c2csc(CC(N)=O)n2)cc1	-2%	0%	21%
25	COc1cc(NC(=O)c2ccccc2)c(OC)cc1NC(=O)CSc1[nH]c(=O)cc(C)c1C#N	3.7µM*	-9%	11%

# (cont.)
cpd	canonical_smiles	DT40 TDP1 CPT	GCN5L2 inh	FEN1 inhibitor
26	Cc1ccc(OCCCNC2CCCC2)cc1	-16%	-5%	-2%
27	CC(NC(=O)/C=C/c1ccco1)c1nc2ccccc2n1Cc1c(Cl)cccc1Cl (stereo not given)	-113%	1%	3%
28	NC(=O)c1ccccc1Nc1nc2nc3ccccc3c(=O)n2cc1Br	?	0%	-17%
29	CN(CC(=O)Nc1ccccc1C(=O)N1CCCC1)S(=O)(=O)c1ccc(Cl)cc1	-17%	-7%	-20%
30	O=C(Nc1nccs1)C1CCN(S(=O)(=O)c2cnc[nH]2)CC1	11%	0%	7%
31	CC(C)(C)C(=O)COC(=O)C1CC(=O)N(c2ccccc2)C1 (stereo not given)	-11%	-7%	1%
32	COc1ccc(/C(O)=C2/C(=O)C(=O)N(c3ccccn3)C2c2ccc(OC)cc2)cc1 (stereo not given)	1%	-3%	-19%
33	CN(C)c1ccc(NC(=O)Cn2c(SCc3ccc(F)cc3)nc3cccnc32)cc1	?	-7%	-9%
34	Cc1cc(C)n(-c2nc(N(C)C)nc(N(C)C)n2)n1	?	-2%	-17%&2%
35	Cn1cccc1/C=C1\SC(=S)N(Nc2ccccc2)C1=O	?	-6%	?
36	CCC1(c2ccccc2)NC(=O)N(CC(=O)Nc2ccc3c(C)cc(=O)oc3c2)C1=O (stereo not given)	?	-6%	-1%
37	CCOC(=O)c1scc(-c2ccc(C)cc2)c1S(=O)(=O)Nc1cccc(CC)c1	12µM*	?	-15%
38	COc1cccc(C(c2sc3nc(-c4ccco4)nn3c2O)N2CCCC2)c1 (stereo not given)	6%	4%	-9%
39	Oc1ccccc1N1CCN(C(c2ccccc2)c2ccccc2)CC1	?	-12%	-3%
40	O=C(Nc1cc2c(cc1Cl)OCCCO2)c1ccco1	-4%	-5%	-4%
41	CCNC(=O)c1c(NC(=O)Cc2coc3ccc(CC)cc23)sc2c1CCCC2	-18%	1%	21%
42	CCOC1=CC(=O)OC(c2ccccc2)C1 (stereo not given)	20%	.	7%
43	Cc1nn2c(=O)cc(COC(=O)C(c3ccccc3)c3ccccc3)nc2s1	?	0%	-9%
44	CC(C)c1ccc(C2(C)NC(=O)N(CC(=O)NC3(C#N)CCCC3)C2=O)cc1 (stereo not given)	?	-8%	0%
45	O=C(CN(C(=O)CCC(=O)Nc1nccs1)c1cccc(F)c1)NCC1CCCO1 (stereo not given)	1%	-4%	-9%
46	COc1cccc(-n2nnnc2SCC(=O)NCc2ccc3c(c2)OCO3)c1	?	5%	13%
47	O=C(CCS(=O)(=O)c1nc(-c2cccs2)cc(C(F)(F)F)n1)Nc1ccc(OC(F)(F)F)cc1	?	-6%	-7%
48	O=C(NNC(=O)c1cccc(Br)c1)Nc1ccc(Cl)cc1	23µM*	1%	0%
49	Cn1c(=O)[nH]c(=O)c2c1nc(SCCN1CCOCC1)n2CCCc1ccccc1	?	-9%	17%
50	COc1ccc(C2(C(=O)N3CCC(n4nc(-c5ccccc5)oc4=O)CC3)CC2)cc1	-13%	-14%	-2%

# Carrying on:
cpd	canonical_smiles	DT40 TDP1 CPT	GCN5L2 inh	FEN1 inhibitor
51	O=S1(=O)CCOC[C@H](Cc2ccccc2)N1Cc1ccccc1	-11%	.	-14%
52	CCn1c(CNc2ccc(Cl)cc2)nnc1SCc1ccc(Cl)cc1	?	-5%	-25%
53	O=S(=O)(NC(=NC1CCCCC1)c1ccccc1)c1ccccc1	11%	-6%	2%
54	Cc1c2c(n3c(nc4ccccc43)c1C#N)N(CCCN(C)C)CC2	-13%	-16%	-19%
55	Cc1ccc(CN2CCN(Cc3cccn3-c3ccccn3)CC2CCO)o1 (stereo not given)	-2%	-13%	4%
56	Cc1ccc(Nc2nc(-c3sc(N)nc3C)cs2)cc1	-76%	-28%	1%
57	O=C(O)COCC(=O)NCc1csc2ccc(Cl)cc12	15%	33%[activator]	0%
58	CN1CCN(C(=O)N2c3ccccc3C=Cc3ccccc32)CC1	-22%	1%	-2%
59	O=C(Nc1ccccc1F)c1ccc(CSc2ccccc2)o1	-29%	-3%	-17%
60	CN(CCOc1ccccc1)CC(=O)Nc1ccc(S(=O)(=O)N2CCCC2)cc1	?	-6%	-4%
61	CCOCCn1c(CN2CCCC(C)C2)nc2c1c(=O)n(C)c(=O)n2C (stereo not given)	-1%	-1%	-8%
62	C/C(=N/NC(=O)c1cccs1)c1ccc(NC(=O)COc2ccc(Cl)cc2Cl)cc1	15µM*	-13%	0%
63	COc1ccc(S(=O)(=O)N2CCN(c3c(C)cccc3C)CC2)cc1OC	?	-14%	-9%
64	O=C(N/N=C(\c1ccccc1)c1cccnc1)C(O)(c1ccccc1)c1ccccc1	?	-9%	-2%
65	O=C(CSc1ccc2ccccc2n1)Nc1nsc(-c2ccc(Cl)cc2)n1	9%&-25%	-9%&21%	0%&1%
66	Cc1ccc(/C=C2/Sc3ccccc3N(CC(=O)NCC3CCCO3)C2=O)cc1 (stereo not given)	?	-16%	-13%
67	COc1cc(C(=O)NC(=S)Nc2nccs2)cc(OC)c1OC	?	-9%	0%
68	Cc1ccc(C(=O)CSc2cnc3ccccc3n2)cc1C	?	-6%	0%
69	Cc1cccc(Nc2cc(C)nc3nc(Cc4ccc(Cl)cc4)nn23)c1	21µM*	-6%	-17%
70	CCc1ccc(OC)c(S(=O)(=O)NCCOc2ccccc2)c1	-12%	-8%	-1%
71	Nc1ccc(NC(=O)c2ccc(C(=O)Nc3ccc(N)cc3)cc2)cc1	0%	0%	-6%
72	COc1ccc(CC(=O)NNC2=Nc3cccc4cccc2c34)cc1	-11%	-3%	0%
73	C=CCN1C(=O)c2ccc(C(=O)OCC(=O)Nc3ccccc3OC)cc2C1=O	-2%	-7%	5%
74	O=C(Nc1cc(Cl)cc(Cl)c1)c1cnn2c1NC(=C1CC1)C=C2C(F)F	-25%	.	-4%
75	O=C(c1ccccc1)c1ccccn1	-2%	-4%	4%

# (listing goes on)
cpd	canonical_smiles	DT40 TDP1 CPT	GCN5L2 inh	FEN1 inhibitor
76	CCc1ccc(NSc2ccccc2[N+](=O)[O-])cc1	?	-8%	-24%
77	O=C(COc1ccccc1Cl)NNC(=O)Cn1[nH]c(=O)c2ccccc2c1=O	9.2µM*	-3%	-9%
78	N/C(=N\OC(=O)CCCC(=O)O)c1ncc(C(F)(F)F)cc1Cl	-8%	-2%	3%
79	CC(C)CC(=O)NC1(C(F)(F)F)C(=O)N(CC(C)C)C2=C1C(=O)CC(C)(C)C2 (stereo not given)	-5%	3%	-6%
80	CCCC(=O)NC(NC1CCS(=O)(=O)C1)C(Cl)(Cl)Cl (stereo not given)	11%	-2%	1%
81	Cc1cnc(NC(=O)Cc2cccs2)s1	?	-9%	-11%
82	CC1CCN(S(=O)(=O)c2ccc(C(=O)Nc3nc4ccc(F)cc4s3)cc2)CC1	?	-9%	-5%
83	O=C(NCCn1cc(SCC(=O)N2CCOCC2)c2ccccc21)c1ccccc1	-27%	-4%	-7%
84	O=C(NCCc1ccccc1)C1CCCN(S(=O)(=O)c2cccc3nsnc23)C1 (stereo not given)	?	7%	-7%
85	COCOc1ccc(C=O)c(O)c1	-7%	.	16%
86	CC(C)C(=O)NNC(=O)CSc1nnnn1C(C)C	4%	2%	0%
87	COC(=O)COc1nc(C)c(Br)c(OC)n1	-10%	2%	0%
88	CCC(C)N=C1CC(C)(C)CC(=O)/C1=C(/O)Cc1ccccc1 (stereo not given)	?	-5%	3%
89	CCOC(=O)C1CCCN(C(=O)Cc2c(C(=O)O)[nH]c3ccccc23)C1 (stereo not given)	-4%	-1%	-15%
90	CCC(NS(=O)(=O)c1ccc(OC)cc1)C(=O)NCCc1ccccc1 (stereo not given)	-30%	-4%	0%
91	O=C(Nc1ccc(N2CCCC2)c(Cl)c1)c1cccnc1	?	-5%	1%

# Of the compounds above, these have an aryl thioether with sulfur outside any ring.
cpd	canonical_smiles	DT40 TDP1 CPT	GCN5L2 inh	FEN1 inhibitor
1	Cc1cc(C)nc(SCc2ccc(C(=O)NN=C3CCCC3)cc2)n1	4%	-2%	4%
2	COC(=O)C(Cc1ccccc1)NC(=O)CSc1nc(C)cc(=O)[nH]1 (stereo not given)	-2%	-4%	0%
3	Cn1c(SCc2ccccc2C#N)nnc1-c1ccncc1	2%	2%	15%
11	CN(Cc1cccc(F)c1)C(=O)c1ccccc1Sc1ccccc1C#N	?	-8%	-9%
15	CCOC(=O)CSc1ccc(-c2nc3ccccc3[nH]2)cn1	?	-10%	1%
25	COc1cc(NC(=O)c2ccccc2)c(OC)cc1NC(=O)CSc1[nH]c(=O)cc(C)c1C#N	3.7µM*	-9%	11%
33	CN(C)c1ccc(NC(=O)Cn2c(SCc3ccc(F)cc3)nc3cccnc32)cc1	?	-7%	-9%
46	COc1cccc(-n2nnnc2SCC(=O)NCc2ccc3c(c2)OCO3)c1	?	5%	13%
49	Cn1c(=O)[nH]c(=O)c2c1nc(SCCN1CCOCC1)n2CCCc1ccccc1	?	-9%	17%
52	CCn1c(CNc2ccc(Cl)cc2)nnc1SCc1ccc(Cl)cc1	?	-5%	-25%
59	O=C(Nc1ccccc1F)c1ccc(CSc2ccccc2)o1	-29%	-3%	-17%
65	O=C(CSc1ccc2ccccc2n1)Nc1nsc(-c2ccc(Cl)cc2)n1	9%&-25%	-9%&21%	0%&1%
68	Cc1ccc(C(=O)CSc2cnc3ccccc3n2)cc1C	?	-6%	0%
83	O=C(NCCn1cc(SCC(=O)N2CCOCC2)c2ccccc21)c1ccccc1	-27%	-4%	-7%
86	CC(C)C(=O)NNC(=O)CSc1nnnn1C(C)C	4%	2%	0%

# The list is partial, so the mix of outcomes need not match the whole.
